Pol eta inh – DNA polymerase eta (human) inhibition | Potency, µM (top dose mostly 114 µM), without a hit: top-dose activity change, negative = inhibition, usual class: inhibitors | Q9Y253 | actives 1.2% (n = 390,000) | recombinant Pol eta, fluorescent DNA replication assay | AID 588591; further: potency means the concentration at half of the fitted maximal effect; on the % scale 0 is the no-effect control and ±100 the full control effect
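Fluorescent replication assay: 50 nM final substrate added after a 15 min room-temperature compound preincubation with 10 nM enzyme. Signal taken at 0 min and again at 10 min.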
Pol kappa inh – inhibitors of human DNA polymerase kappa. Q9UBT6. Potency, µM (doses to about 107 µM), inactives show at the top dose activity, negative = inhibition, actives largely listed as inhibitors. purified Pol kappa, fluorescent DNA synthesis assay, 10 min. actives 0.53% (n = 400,000); further: potency means the concentration at half of the fitted maximal effect; on the % scale 0 is the no-effect control and ±100 the full control effect
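Here, compound and 10 nM enzyme are combined for 15 min at room temperature; adding 50 nM substrate (final) starts DNA synthesis, tracked by fluorescence at 0 and 10 min against buffer-only wells.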
APEX1 inh – blocks human APE1 abasic DNA cleavage; P27695; recombinant APE1, TAMRA/BHQ-2 abasic DNA cleavage fluorescence; Potency, µM (doses to about 65.8 µM), without a hit: at the top dose activity change, negative = inhibition, actives largely listed as inhibitors; actives 0.35% (n = 350,000); AID 2517;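 further: potency means the concentration at half of the fitted maximal effect; plate controls were vehicle for no effect and reference inhibitor for full effect; nearly all actives have a fitted effect of over 55% in size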
Target sequence (P27695 whole entry, looked up): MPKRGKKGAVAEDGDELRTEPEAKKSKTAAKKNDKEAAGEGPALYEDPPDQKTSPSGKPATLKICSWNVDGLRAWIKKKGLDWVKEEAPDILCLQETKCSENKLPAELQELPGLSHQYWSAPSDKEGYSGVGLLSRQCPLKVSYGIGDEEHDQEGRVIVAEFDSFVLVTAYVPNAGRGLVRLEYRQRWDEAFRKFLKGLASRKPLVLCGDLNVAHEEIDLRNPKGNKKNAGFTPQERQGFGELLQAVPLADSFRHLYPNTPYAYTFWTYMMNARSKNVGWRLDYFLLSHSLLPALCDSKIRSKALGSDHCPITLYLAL
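Kinetic fluorescence read (525 ex/598 em nm, three reads 60 s apart) of AP-site incision; signal = third minus first read. Enzyme 0.75 nM, dual-labelled THF duplex 50 nM, compound preincubation 15 min RT.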
GRP78 ERSR act – induces the endoplasmic reticulum stress response in human glioma cells; U87-MG GRP78 promoter luciferase reporter, 16 h; Potency, µM, inactives show top-dose activation, actives largely listed as activators; actives 0.02% (n = 420,000); AID 602332; further: potency means the concentration at half of the fitted maximal effect; series mostly up to about 76 µM; % of control where 0% means no effect; nearly all actives have a fitted effect of over 35% in size
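Stably transfected U87-MG glioma cells carrying a GRP78-based luciferase sensor; 16 h compound incubation. Luminescence end-point read 10 min after Bright-Glo addition at room temperature.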
Apoferritin bind – candidate novel general anesthetic via apoferritin binding | Potency, µM (top dose mostly 77.5 µM), for inactives: at the highest dose activity change, negative = displacement, most hits filed as inhibitors | P02791 | AID 485281 | apoferritin/1-aminoanthracene competitive binding, fluorescence | actives 0.074% (n = 350,000); further: potency means the concentration at half of the fitted maximal effect; on the % scale 0 is the no-effect control and ±100 the full control effect; nearly all actives have a fitted effect of over 20% in size
Target sequence (P02791 2-175 limits assumed): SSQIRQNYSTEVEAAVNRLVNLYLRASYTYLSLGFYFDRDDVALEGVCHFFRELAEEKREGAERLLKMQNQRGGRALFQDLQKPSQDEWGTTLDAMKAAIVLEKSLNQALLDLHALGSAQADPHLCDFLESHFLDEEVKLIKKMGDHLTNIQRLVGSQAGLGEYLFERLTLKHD
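10 uM apoferritin + 50% sat. 1-AMA, PBS; cpd 10 min RT; Ex380/Em535 endpoint; normalized to free probe vs complex; 4-param Hill fit; propofol titration as pos. ctrl.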
LDHA inh – inhibitors of human lactate dehydrogenase A. P00338. purified LDHA, NADH/diaphorase-resazurin fluorescence; stronger effect = lower value. activity change, % (values are at about 110 or 230 µM). actives 0.15% (n = 480,000); in the data active means activity change below about -30%; inconclusive means mostly about -25% to -30%;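 further: plate controls were DMSO wells for no effect and wells without enzyme for full effect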
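Human LDH5 (2 nM) was incubated with 0.06 mM NADH and 0.2 mM pyruvate for 5 min at room temperature in Tris pH 7.4. Remaining NADH was coupled through diaphorase/resazurin, and resorufin fluorescence was read at 0 and 20 min.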
Pol iota inh – inhibitors of human DNA polymerase iota. Q9UNA4. Pol iota fluorescent replication assay, 10 min. Potency, µM (doses to about 115 µM), without a hit: at the highest dose activity, negative = inhibition, usual class: inhibitors. actives 1% (n = 390,000). AID 588590; further: potency means the concentration at half of the fitted maximal effect
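Fluorescent replication assay read twice, at 0 min and 10 min after adding 50 nM (final) substrate. Enzyme (10 nM) and compounds were first incubated 15 min at room temperature; enzyme-free buffer wells were negative controls.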
POLB inh – inhibitors of human DNA polymerase beta; AID 485314; Pol beta primer extension/strand displacement, fluorescence kinetic; Potency, µM (top dose mostly 114 µM), without a hit: at the highest dose activity change, negative = inhibition, usual class: inhibitors; actives 1.3% (n = 340,000); further: potency means the concentration at half of the fitted maximal effect; on the % scale 0 is the no-effect control and ±100 the full control effect
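Homogeneous kinetic assay of primer extension and strand displacement by 10 nM Pol beta, preincubated 15 min at room temperature with compound before 50 nM substrate (final) was added. Read at 0 and 10 min; four-parameter Hill fit.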
BLM helicase inh – inhibitors of human Bloom syndrome helicase BLM. Potency, µM (highest dose often 56.1 µM), inactives show at the top dose activity change, negative = inhibition, actives largely listed as inhibitors. recombinant BLM DNA unwinding, fluorescence dequenching. P54132. actives 0.2% (n = 350,000);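 further: potency means the concentration at half of the fitted maximal effect; plate controls were vehicle for no effect and no enzyme for full effect; nearly all actives have a fitted effect of over 35% in size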
* marks the source's active call; other numbers are inactive results; ? = inconclusive; nt = not tested or not shown; & = joins results of further samples; [ ] = dose if it differs, or a comment. Unless noted, the call rests on the fitted dose curve; in most records, active means well fitted curve in the direction sought with a large enough effect; inconclusive means small, poorly fitted or top-dose-only effect, or another doubt; inactive means no such curve, though single readings can be large; an effect the other way counts as inactive or inconclusive. An excerpt (hit frequency here may not be typical).

SMILES	Pol eta inh	Pol kappa inh	APEX1 inh	GRP78 ERSR act	Apoferritin bind	LDHA inh	Pol iota inh	POLB inh	BLM helicase inh
CN(CC(=O)Nc1ccc(C#N)cc1)Cc1ccc(Cl)c(Cl)c1	-3%	-20%	-6%	-8%	-11%	0	-5%	25%	-9%
O=C(NC1CCCc2ccccc21)c1ccc(F)cc1F (centres undefined)	-14%	8%	-17%	2%	-3%	-2	42%[activator]	39%	-1%
CCCSc1ncc(Cl)c(C(=O)Nc2c(C(=O)Nc3ccc(C)cc3)oc3ccccc23)n1	nt	1%	nt	nt	74%[activator]	-5	-3%	0%	1%
CCOC(=O)c1c(-c2ccc(C)o2)csc1NC(=O)COC(=O)c1cccs1	2%	-15%	-3%	-7%	4%	2	?	4%	-3%
CN(CC(=O)Nc1ccc(Cl)cc1)C(=O)CNC(=O)Cc1cccc2ccccc12	-11%	-20%	0%	-1%	nt	-5	-26%	nt	nt
CCCCC(=O)NCc1ccc(Cl)cc1	-7%	-7%	4%	-4%	9%	-7	13%	22%	-1%
O=C(NCCCN1CCCCC1)c1ccc2c(c1)ncn2C1CCCC1	-9%	-6%	6%	-2%	0%	-1	49%[activator]	15%	2%
CCOc1ccc(N(C(C)C(=O)NCCSc2ccc(Cl)cc2)S(C)(=O)=O)cc1 (centres undefined)	-16%	-17%	nt	-4%	46%[activator]	3	5%	5%	-16%
CNc1nc(Nc2ccc(C)c(Cl)c2)nc(N)c1[N+](=O)[O-]	-21%	-14%	?	5%	-20%	-4	?	1%	-4%
Cc1ccc(C(=O)OC2=CC(=O)CC(C)(C)C2)cc1	-17%	3%	1%	-7%	1%	-6	12%	-7%	-13%
CC(=O)Nc1ccc(S(=O)(=O)NCCC(=O)OCC(=O)N2CCN(C(=O)c3ccco3)CC2)cc1	?	-32%	?	-3%	-3%	-12	45µM*	45µM*	-8%
O=C(Nc1ccccc1O)c1ccc(NS(=O)(=O)c2cccc3cccnc23)cc1	-14%	6%	-4%	?	-17%	2	-6%	-1%	-8%
Cc1cccc(NC(=O)CN2CCCCCC2)c1	-15%	8%	50%[activator]	-1%	-10%	-9	34%	-22%	1%
CC(=O)c1c(C(C)=O)c(C)n(-c2ccc(O)cc2)c1C	-6%	-4%	3%	-2%	-13%	1	-4%	2%	0%
Cc1nn(C)c(C(=O)N2CCc3ccccc32)c1Br	-14%	-6%	3%	-5%	-9%	5	17%	17%	-9%
CCC1CCc2sc(C(=O)O)cc2C1 (centres undefined)	?	-12%	-1%	-4%	-22%	-5	14%	3%	1%
Cc1sc2ncn(CC(=O)Nc3ccc(C(C)C)cc3)c(=O)c2c1S(=O)(=O)N1CCN(c2ncccn2)CC1	-12%	-15%	nt	0%	-10%	-9	31%[activator]	0%	-11%
Cc1cc(C)c2c(N)c(C(=O)C(C)(C)C)sc2n1	-11%	-10%	-1%	-3%	-6%	-3	49%[activator]	-2%	0%
COc1ccc(NC(=O)c2cnc3n(c2=O)CCS3)cc1OC	1%	13%	-1%	-3%	-7%	0	-14%	-1%	0%
COc1cccc(C2c3[nH]c4ccccc4c3CCN2C(=O)Cn2cncn2)c1OC (centres undefined)	-1%	-11%	1%	-3%	-13%	-2	-4%	-11%	-3%

Single records, from the list above.
Profile of `Cc1cccc(NC(=O)CN2CCCCCC2)c1` = Pol eta inh: -15%; Pol kappa inh: 8%; APEX1 inh: 50%[activator]; GRP78 ERSR act: -1%; Apoferritin bind: -10%; LDHA inh: -9; Pol iota inh: 34%; POLB inh: -22%; BLM helicase inh: 1%
Profile of `Cc1cc(C)c2c(N)c(C(=O)C(C)(C)C)sc2n1` = Pol eta inh: -11%; Pol kappa inh: -10%; APEX1 inh: -1%; GRP78 ERSR act: -3%; Apoferritin bind: -6%; LDHA inh: -3; Pol iota inh: 49%[activator]; POLB inh: -2%; BLM helicase inh: 0%
Profile of `COc1cccc(C2c3[nH]c4ccccc4c3CCN2C(=O)Cn2cncn2)c1OC` (centres undefined) = Pol eta inh: -1%; Pol kappa inh: -11%; APEX1 inh: 1%; GRP78 ERSR act: -3%; Apoferritin bind: -13%; LDHA inh: -2; Pol iota inh: -4%; POLB inh: -11%; BLM helicase inh: -3%

The list goes on:
SMILES	Pol eta inh	Pol kappa inh	APEX1 inh	GRP78 ERSR act	Apoferritin bind	LDHA inh	Pol iota inh	POLB inh	BLM helicase inh
COCCNC(=O)c1nn2c(C(F)(F)F)cc(-c3ccccc3)nc2c1Cl	2%	-4%	11%	-2%	-5%	-3	23%	16%	-5%
COc1ccc(Oc2nccc(-c3ccc(Cl)cc3)n2)cc1	-9%	-15%	-3%	-2%	-4%	-4	-1%	9%	-1%
Cn1c(Cc2csc(N)n2)nnc1SCC(=O)NCc1ccccc1	-4%	6%	4%	-4%	0%	8	14%	0%	7%
COc1ccc(C2NC(=O)C(C#N)=C(S)N2c2ccc(C)cc2)cc1OC (centres undefined)	23%	-6%	-3%	17%	-9%	-1	?	1%	-4%
Cc1cc(S(=O)(=O)NCC(c2ccccc2)c2ccccc2)ccc1-n1cnnn1	-14%	-16%	17%	-4%	-5%	-7	-10%	-19%	-22%
CC1CC(C)CN(C(=O)CSc2nnc(N)s2)C1 (centres undefined)	8%	5%	-3%	-4%	-21%	-4	22%	21%	-7%
CC(=O)NNC(=O)CCn1c2c(c3ccccc31)CCCC2	-8%	-1%	13%	-8%	0%	-1	76%[activator]	-1%	-5%
Cc1noc(C)c1NC(=O)N(C)C[C@H]1Oc2c(NC(=O)c3ccncc3)cccc2C(=O)N([C@H](C)CO)C[C@@H]1C	0%	-9%	-6%	-6%	nt	-2	?	nt	nt
Cc1csc2nc(CSc3nncn3-c3ccccc3)c(Br)n12	-7%	-6%	-3%	-4%	-9%	-6	1%	-1%	2%
O=C(O)CCCCNS(=O)(=O)c1ccc(Cl)c(C(F)(F)F)c1	-15%	4%	-3%	-5%	-5%	-5	-3%	30%	1%
CC(C)CCNC(=O)c1ccc(NC(=O)N2CCCCc3ccccc32)cc1	-18%	1%	nt	-2%	-14%	3	-3%	3%	-1%
COC(=O)CCC(=O)NNC(=O)Cc1ccccc1	-10%	-7%	5%	-4%	217%[activator]	0	50%[activator]	1%	-6%
O=C(Nc1ccc(S(=O)(=O)N2CCOCC2)cc1)c1c(F)cccc1F	-16%	-1%	31%	-3%	-8%	3	4%	-1%	-4%
COc1ccc(/C=C/CN2CCCC(CO)(Cc3cccc(Cl)c3)C2)cc1 (centres undefined)	-22%	-5%	4%	0%	-22%	0	3%	0%	-3%
Cc1ccc(NC(=O)Cn2nc(C(=O)Nc3ccc(C)cc3)ccc2=O)cc1	-2%&1%	0%	36%	-7%&1%	?	-11&-10	7%&-16%	2%&10%	-5%&0%
COC(=O)C1=CN(C2CCCCC2)C=C(C(=O)OC)C1c1ccc2c(c1)OCO2	-14%	-9%	-1%	2%	0%	-14	1%	-1%	-11%
CN(CC(=O)Nc1ccccc1Cl)C(=O)COC(=O)CCN1C(=O)C2CC=CCC2C1=O (centres undefined)	-18%	-1%	15%	-5%	nt	-4	10%	nt	nt
Cc1nn(Cc2ccc(Cl)cc2)c(Cl)c1/C=N/NC(=O)CNc1ccccc1F	-11%	0%	-1%	-1%	-14%	-2	15%	16%[57.1 µM]	2%
COC(=O)C1=C(C)N(Cc2ccco2)C(=O)N[C@@H]1c1ccc(Br)cc1	1%	9%	-9%[12.4 µM]	-1%	nt	3	12%	nt	-9%[12.4 µM]
O=C(CSc1ncnc2scc(-c3ccccc3)c12)NC1CCS(=O)(=O)C1 (centres undefined)	-16%	2%	4%	-2%	-5%	-2	10%	-2%	0%
COc1ccc(S(=O)(=O)Nc2cc3c4c(oc3c3ccccc23)CCCC4=O)cc1	3%	-5%	0%	-1%	?	11	27%	1%	4%
COCCN(CCOC)C(=O)c1ccc(NS(=O)(=O)c2ccc3[nH]c(=O)[nH]c3c2)cc1	-9%	4%	-2%	-2%	-1%	-3	29%	11%	3%
C[C@@]12C(=O)N(c3ccc(C(F)(F)F)cc3)C(=O)N1[C@@H]1c3ccccc3OC[C@@H]1[C@H]2c1ccccc1	3%	-3%	-2%	-2%	-1%	6	15%	3%	-7%
O=C(CCc1n[nH]c(=O)[nH]c1=O)Nc1cccc([N+](=O)[O-])c1	-9%	-19%	-1%	0%	-8%	-10	48%[activator]	-14%	-1%
COCCCNc1nc2c(c(=O)n(Cc3ccccc3)c(=O)n2C)n1C	-20%	7%	nt	-1%	-17%	8&1	13%	4%	0%
CCCCN(C)CCCNC(=O)CCn1nc(-c2ccccc2)ccc1=O	-13%	-2%	1%	-4%	-10%	-5	21%	31%	-2%

Screening results from PubChem.
